Source: PubChem BioAssay (several laboratories)
KCNQ1 pot = potentiates or activates the human KCNQ1 potassium channel; P51787; CHO-K1 KCNQ1, thallium flux FluxOR fluorescence; hits give high values; B-score at 10 µM; 310,000 tested, 0.35% active;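 active = fluorescence ratio B-score, a plate-corrected score, at least three library SD, with initial intensity B-score within 5 SD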
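Material: CHO-K1 cells stably expressing KCNQ1. Medium: assay buffer for compound exposure, DMSO matched across wells. Reagent: K+/Tl+ depolarizing stimulus. Compound dosing: single-concentration screen. Times: 37 °C overnight plating, 90-min dark dye load, 20-min compound pretreatment. Technique: FluxOR Tl+ flux fluorescence.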
KCNK9 block = blocks the human KCNK9 two-pore domain potassium channel; Q9NPC2; B-score at 10 µM; HEK293 KCNK9, FluxOR thallium flux fluorescence; hits give low values; 310,000 tested, 1.2% active; AID 488922;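 active = ratio B-score over 3 SD below the library mean, with starting fluorescence within 5 SD of its mean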;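 also: negative B-score means less thallium flux so channel inhibition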
ANO1 block = mouse TMEM16A channel inhibition, primary screen. Q8BHY3. HEK293 TMEM16A/YFP iodide influx fluorescence, ionomycin. 310,000 tested, 1.2% active. normalized B-score (activity score, 25-100; higher = stronger inhibition) at 10 µM;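 active = ratio plate-corrected score three or more library SD toward inhibition, starting fluorescence score within five deviations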;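 also: score derived from kinetic fluorescence span divided by baseline fluorescence per well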
TRPC4 agonist = activators of mouse TRPC4 channel. Q9QUQ5. HEK293 TRPC4beta/mu-opioid, Fluo4 calcium fluorescence; hits give high values. B-score at 10 µM. 310,000 tested, 0.49% active;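 active = B-score above 5 SD of library B-scores, and initial fluorescence ratio not above library mean plus 5 SD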;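 also: positive B-score marks a calcium rise read as TRPC4 activation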
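system = HEK293 cells stably co-expressing mouse TRPC4beta and mu-opioid receptor | schedule = Fluo4 dye loading 45 min at room temperature, 110 s recording | measure = B-scored integrated calcium fluorescence ratio | signal = Fluo4 calcium-sensitive dye fluorescence, kinetic, 1 Hz baseline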
KCNQ1 inh = blocks the human KCNQ1 potassium channel; P51787; CHO-K1 KCNQ1, FluxOR thallium flux fluorescence; hits give high values; B-score at 10 µM; 310,000 tested, 1.3% active;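 active = compounds whose thallium flux B-score, printed positive for inhibition, exceeds three library SD while starting fluorescence stays within three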;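 also: channel opened by potassium depolarization with thallium stimulus after 20 min compound exposure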
Dyrk1A ADPGlo = Dyrk1A (rat) kinase inhibition | Q63470 | ADP-Glo luminescence, NFATc1 peptide | inhibition, % at 12.5 µM | 310,000 tested, 0.43% active; in the data active = inhibition above about 50%;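 also: plate controls were vehicle with enzyme for no effect and no enzyme for full effect; many of its hits are not listed in these tables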
TRPC4 potent = allosteric potentiators of mouse TRPC4 channel; HEK293 TRPC4beta/mu-opioid, DAMGO EC20, Fluo-4 Ca2+ flux; hits give high values; AID 2227; Q9QUQ5; 310,000 tested, 0.42% active; B-score at 10 µM;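 active = B-score of calcium response area above 5 SD of library B-scores, with initial fluorescence ratio within 5 SD of library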;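 also: B-score of integrated fluorescence ratio over time as area under calcium response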
HDAC3 inhib = inhibitors of human histone deacetylase 3; O15379; recombinant HDAC3, fluorogenic peptide/trypsin coupled, fluorescence; inhibition, % at 8.3 µM; 320,000 tested, 0.15% active; AID 2718; in the data active = inhibition above about 26%, passing the limit was not always enough; inconclusive = no clear call, values can overlap the other calls
ANO1 activ = mouse TMEM16A channel activation, primary screen; Q8BHY3; HEK293 TMEM16A/YFP-H148Q/I152L, iodide quench fluorescence; hits give low values; B-score at 10 µM; 340,000 tested, 0.3% active;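 active = fluorescence-ratio B-score plate-corrected deviation score at least 3 library SD below zero, with starting fluorescence score within 5 deviations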;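 also: channel opened by trigger with iodide after compound preincubation; score built on the fluorescence ratio of max minus min over baseline; more negative score means more quench and so TMEM16A activation or potentiation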
KCNK3 block = human KCNK3 channel inhibition, primary screen | B-score at 10 µM | O14649 | 340,000 tested, 0.84% active | CHO-KCNK3 thallium flux, FluxOR fluorescence; hits give low values;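 active = B-score under library mean minus 4 SD, starting fluorescence ratio at most library mean plus 5 SD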;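 also: more negative B-score means stronger inhibition of thallium flux through KCNK3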
hERG protect = compounds protecting human hERG from proarrhythmic drug block | CHO-hERG, FluxOR thallium flux, dofetilide IC70 present | 310,000 tested, 0.51% active | activation (rescue from dofetilide block), less the hit threshold, % at 10 µM | AID 1511 | Q12809;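 active = activation above the mean of controls blocked by dofetilide plus 5 SD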;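 also: thallium influx through hERG after potassium depolarization seen as dye fluorescence rise; in these data hits start at about 4.7%; inactives centre near -7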
Target sequence (Q12809 whole entry, looked up): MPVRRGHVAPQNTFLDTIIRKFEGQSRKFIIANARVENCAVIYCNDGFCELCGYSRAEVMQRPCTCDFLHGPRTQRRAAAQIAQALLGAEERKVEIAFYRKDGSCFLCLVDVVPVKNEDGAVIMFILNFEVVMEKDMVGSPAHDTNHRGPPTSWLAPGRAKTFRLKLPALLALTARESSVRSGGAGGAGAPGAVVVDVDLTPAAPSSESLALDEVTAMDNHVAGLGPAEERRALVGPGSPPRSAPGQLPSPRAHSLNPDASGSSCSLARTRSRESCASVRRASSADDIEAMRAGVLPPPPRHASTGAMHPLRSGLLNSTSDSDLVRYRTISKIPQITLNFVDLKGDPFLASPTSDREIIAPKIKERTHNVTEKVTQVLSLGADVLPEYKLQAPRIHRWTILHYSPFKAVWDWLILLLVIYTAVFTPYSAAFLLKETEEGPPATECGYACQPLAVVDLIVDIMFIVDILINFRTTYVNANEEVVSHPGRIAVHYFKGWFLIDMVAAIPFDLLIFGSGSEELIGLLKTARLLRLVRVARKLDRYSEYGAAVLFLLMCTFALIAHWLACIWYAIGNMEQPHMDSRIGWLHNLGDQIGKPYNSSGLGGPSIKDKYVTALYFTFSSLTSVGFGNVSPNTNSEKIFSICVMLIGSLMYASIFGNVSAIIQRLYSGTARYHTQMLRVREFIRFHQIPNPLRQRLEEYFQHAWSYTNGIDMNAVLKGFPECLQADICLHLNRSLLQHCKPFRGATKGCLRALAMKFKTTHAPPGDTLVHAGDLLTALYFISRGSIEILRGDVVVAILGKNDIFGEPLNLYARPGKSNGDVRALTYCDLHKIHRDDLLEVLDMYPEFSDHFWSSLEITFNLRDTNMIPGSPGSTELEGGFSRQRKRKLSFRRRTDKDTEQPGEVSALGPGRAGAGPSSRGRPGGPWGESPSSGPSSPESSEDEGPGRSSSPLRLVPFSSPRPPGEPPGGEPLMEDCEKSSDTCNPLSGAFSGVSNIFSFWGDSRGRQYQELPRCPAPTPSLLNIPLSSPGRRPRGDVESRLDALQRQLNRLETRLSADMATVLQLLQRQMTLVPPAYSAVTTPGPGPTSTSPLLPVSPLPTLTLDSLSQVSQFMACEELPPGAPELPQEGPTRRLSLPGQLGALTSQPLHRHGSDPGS
* marks the source's active call; other numbers are inactive results; i = inactive; ? = inconclusive; . = not tested or not shown. An excerpt; the hit share may differ from the screen's.

Each structure is followed by: KCNQ1 pot	KCNK9 block	ANO1 block	TRPC4 agonist	KCNQ1 inh	Dyrk1A ADPGlo	TRPC4 potent	HDAC3 inhib	ANO1 activ	KCNK3 block	hERG protect
CN1CCc2nc3sc(C(=O)NC(C)(C)C)c(N)c3cc2C1
    i	i	i	i	i	11	i	-1	i	i	-6
C1=C(c2ccccc2)CCNC1
    i	i	i	i	i	5	i	-5	i	i	-8
COCCN(C(=O)COC(=O)Cc1ccccc1)c1c(N)n(Cc2ccccc2)c(=O)[nH]c1=O
    i	i	i	i	i	-5	i	4	i	i	-11
CCOC(=O)C1CCCCC12C(C#N)=C(N)Oc1n[nH]c(C)c12 (centres undefined)
    i	i	i	i	i	6	i	0	i	i	-9
CN1CC(C(=O)c2ccc(Cl)cc2)C(c2ccccc2F)C1 (centres undefined)
    i	i	i	i	i	0	i	1	i	i	1
Cc1cc(=O)n(-c2ccccc2)n1-c1ccccc1
    i	i	i	i	i	1	i	0	i	i	-3
CCOP(=O)(OCC)C(NC(=O)c1ccc(C)cc1)C(Cl)(Cl)Cl (centres undefined)
    i	i	i	i	i	0	i	-3	i	i	-7
CC1=[N+]([O-])C2(N)CCc3nonc3C2(O)C1 (centres undefined)
    i	i	i	i	i	-4	i	-3	i	i	-14
C#CC1(O)C=CC2C3CCC4=CC(=O)CCC4C3CCC21CC (centres undefined)
    i	i	i	i	i	0	i	-2	i	i	-7
O=C(NC1CONC1=O)OCC(Cl)(Cl)Cl (centres undefined)
    i	i	i	i	i	2	i	-3	i	i	-8
CNC(=S)N1CCn2cccc2C1c1cccnc1 (centres undefined)
    i	i	i	i	i	-5	i	-6	i	i	-2
CCN(CC)C(=O)c1ccc(NC(=O)Cn2nc(C)c3ccccc3c2=O)cc1
    i	i	i	i	i	1	i	2	i	i	-7
COc1ccc(CNCCc2ccc(Cl)cc2)c(OC)c1OC
    i	i	i	62*	i	.	i	1	i	i	-9
CC1CC(OP(O)(=S)c2ccc(N(C)C)cc2NC(=O)c2cccs2)CC(C)(C)C1 (centres undefined)
    i	i	i	i	i	-6	i	3	i	i	-5
COc1ccccc1NC(=O)c1cn(CCC#N)nc1-c1cccc(Cl)c1
    i	i	i	i	i	-9	i	3	i	i	-6
C[N+]1(C)[C@@H]2CC[C@H]1CC(OC(=O)C(CO)c1ccccc1)C2 (some centres undefined)
    i	i	i	i	i	4	i	3	i	i	-5
CC(Cc1cccs1)NCc1ccc(Cl)cc1 (centres undefined)
    i	i	i	i	i	.	i	-6	i	i	-6
COc1ccc(N2C(=O)/C(=C/c3cccs3)C(=O)NC2=S)cc1
    i	i	i	i	i	-9	i	5	i	i	-10
CC(=NCCc1c[nH]c2ccccc12)c1c(O)n(Cc2ccccc2)c(=O)[nH]c1=O
    i	i	25*	i	i	2	i	6	i	i	-9
CCC(C)OC(=O)c1c(N)n(Cc2cccs2)c2nc3ccccc3nc12 (centres undefined)
    i	i	i	i	i	-2	i	-7	i	i	-9
C=CCn1c(O)c(C(CC)=Nc2ccc3c(c2)CCC3)c(=O)[nH]c1=O
    i	i	i	i	i	1	i	-5	i	i	-4
N#CC(C#N)=Cc1cccnc1
    i	i	i	i	i	-3	i	0	i	i	-19
COc1ccc(C2N(c3cc(C)on3)C(=O)C3CCCN32)cc1 (centres undefined)
    i	i	i	i	i	9	i	0	i	i	-9
CCCCCCOc1ccc(CN2CCN(CCO)CC2)cc1
    i	i	i	i	i	6	i	7	i	i	-10
c1ccc(-c2[nH]c(-c3ccccc3)[n+](CC3CO3)c2-c2ccccc2)cc1 (centres undefined)
    i	i	i	i	i	-3	i	-1	i	i	-22
CC12CN3CC(C)(CN(C1)C3c1ccncc1)C2=O (centres undefined)
    i	i	i	i	i	-2	i	2	i	i	1
COc1ccc2[nH]cc(CCN)c2c1
    .	.	i	.	.	-7	.	2	i	i	.
O=C(CCC(=O)N1CCOc2ccc(Cl)cc21)N1CCC2(CC1)OCCO2
    i	i	i	i	i	5	i	1	i	i	0
CCN(CC)c1ccc(/C=C2\C(=O)NC(=O)N(Cc3ccco3)C2=O)cc1
    i	i	i	i	i	10	i	2	i	i	-15
O=C1/C(=C\c2ccc([N+](=O)[O-])cc2)N2CCC1CC2
    i	i	i	i	i	-1	i	5	i	i	-1

Later entries
Each structure is followed by: KCNQ1 pot	KCNK9 block	ANO1 block	TRPC4 agonist	KCNQ1 inh	Dyrk1A ADPGlo	TRPC4 potent	HDAC3 inhib	ANO1 activ	KCNK3 block	hERG protect
CC(=O)N1N=C2C3CCN(CC3)C2C1c1ccc(F)cc1 (centres undefined)
    i	i	i	i	i	-2	i	-8	i	i	-10
Cc1ccccc1CCNCc1cc2cccc(C)c2[nH]c1=O
    i	i	i	i	i	1	i	5	i	i	-5
O=C(N/N=C/c1c(O)n(-c2ccccc2)c(=O)[nH]c1=O)c1ccncc1
    i	i	i	i	i	-10	i	-2	i	i	-14
COc1cc2c3cc1Oc1cc(ccc1O)C[C@@H]1c4c(cc(OC)c(O)c4Oc4cccc(c4)C[C@@H]3N(C)CC2)CC[N+]1(C)C
    .	.	i	.	.	-8	.	-2	i	i	.
CC(=O)Nc1ccc(N=Cc2c(O)n(Cc3ccco3)c(=O)[nH]c2=O)cc1
    i	i	i	i	i	7	i	9	i	i	-8
COCCN1C(=O)NC(=O)/C(=C\c2ccc(F)cc2)C1=O
    i	i	i	i	i	-4	i	-9	i	i	2
Cc1ccc(NC(=O)c2cc(-c3ccccc3)n(CCCN3CCOCC3)c2C)cc1
    i	i	i	i	6*	.	i	13	i	i	-8
CCn1nc(/C=C/c2ccccc2)nc2c(=O)n(C)c(=O)nc1-2
    i	i	.	i	i	50*	i	.	i	i	2
O=[As](O)(O)c1ccc(N=Nc2ccc(O)cc2)cc1
    i	i	i	i	i	5	i	11	i	i	-7
O=C1C2C3CCC(O3)C2C(=O)N1c1cccc(F)c1 (centres undefined)
    i	i	i	i	i	.	i	1	i	i	-12
CC(C)(C)N(NC(=O)c1ccccc1)C(=O)c1ccccc1
    i	i	i	i	i	0	i	-4	i	i	-10
CN(C)c1nc(OCCNC(=O)COc2ccc(Cl)cc2Cl)nc(N2CCCCC2)n1
    i	i	i	i	i	-4	i	-7	i	i	-3
NC(N)=N/N=C/c1ccc(N2CCOCC2)cc1
    i	i	i	i	i	-3	i	-1	i	i	-13
Cc1ccc(S(=O)(=O)N2CCCC(C(=O)N3CCC4(CC3)OCCO4)C2)cc1 (centres undefined)
    i	i	i	i	i	-1	i	?	i	i	-6
COc1cc(C(CN)CC(=O)O)ccc1O (centres undefined)
    i	i	i	i	i	-1	i	.	i	i	-5
C1=C(c2c[nH]c3ccccc23)CCN(Cc2ccccc2)C1
    i	i	i	i	i	0	i	-20	i	i	-17
CC1(C)CC(n2[nH]c(=O)c3c2NC(=O)CSC3c2ccccc2)CCO1 (centres undefined)
    i	i	i	i	i	-3	i	-2	i	i	-7
O=C1CCCN1c1ccc(S(=O)(=O)O)cc1 (tested in a mixture with another compound)
    i	i	i	i	i	-7	i	-2	i	i	-8
Cc1ccc(Cn2nc(C(=O)Nc3ccc(Br)cc3)cc2C)cc1
    i	i	i	i	i	-4	i	-1	i	i	-9
O=C(O)c1ccccc1N=Nc1c(O)[nH]c(=O)[nH]c1=O
    i	i	i	i	i	5	i	-3	i	i	-10
Cc1c2cnn(CC(=O)N3CCC4(CC3)OCCO4)c(=O)c2c(C)n1Cc1ccc(F)cc1
    i	i	i	i	i	4	i	6	i	i	-8
CCN1C(=O)C(=Cc2cc(C)n(C3CC3)c2C)C(=O)N(CC)C1=S
    i	i	i	i	i	-3	i	-6	i	i	-2
CCC[C@H](N[C@@H](CCC)[C@H](O)c1ccccc1)[C@H](O)c1ccccc1
    i	i	i	i	i	3	i	3	i	i	-12
CN1CCC2(CC1)NC(=O)C1=C(CN(C)CC1)N2
    i	i	i	i	i	6	i	-5	i	i	-3
COc1ccc2c(c1OC)C(=O)OC2c1c(O)n(C2CCCCC2)c(=O)[nH]c1=O (centres undefined)
    i	i	i	i	i	3	i	-1	i	i	-6
COC(=O)C1=C(c2ccc(S(C)(=O)=O)cc2)C[C@@H]2CC[C@H]1N2C(=O)NCCCOC(C)C
    i	i	i	i	i	3	i	-1	i	i	-8
Fc1ccc2c(c1)nnn2C1CCN(Cc2nnnn2CCc2ccccc2)CC1
    i	i	i	i	i	1	i	3	i	i	-9
O=C(Nc1cccc(OC(=O)N2CCCCC2)c1)N1CCOCC1
    i	i	i	i	i	-1	i	-1	i	i	-12
CCCCNS(=O)(=O)c1ccc(OCC(=O)N2CCN(Cc3ccc4c(c3)OCO4)CC2)cc1
    i	i	i	i	i	-7	i	-6	-4.7*	i	-13
CCN(CC)c1ccc(/C=C/[N+](=O)[O-])cc1
    i	i	i	105*	6*	3	i	7	i	-14*	-45

The listing continues:
Each structure is followed by: KCNQ1 pot	KCNK9 block	ANO1 block	TRPC4 agonist	KCNQ1 inh	Dyrk1A ADPGlo	TRPC4 potent	HDAC3 inhib	ANO1 activ	KCNK3 block	hERG protect
c1ccc(CCN2CCC(N3CCN(c4ccccc4)CC3)CC2)cc1
    i	i	25*	i	i	-9	i	1	i	i	-7
CNC(=O)Oc1ccc(N(C)C)cc1C(C)C
    i	i	i	i	i	2	i	-3	i	i	-2
N#Cc1ccccc1Cn1cc(C(=O)c2ccco2)c2ccccc21
    i	i	i	i	i	0	i	8	i	i	-3
CC(C)[N+](C)(CCC(C(N)=O)(c1ccccc1)c1ccccc1)C(C)C
    i	i	i	i	i	11	i	4	i	i	-4
CCN(CC)C(=O)c1ccc(NC(=O)c2ccc(-c3nn(C)c(=O)c4ccccc34)cc2)cc1
    i	i	i	i	i	0	i	-5	i	i	-7
CCOC(=O)c1c(C)n(C(C)C)c2ccc(OC)cc12
    i	i	i	i	i	-5	i	7	i	i	-10
CNC(=S)N1CCN(CCN=Cc2c(O)n(-c3ccc(C)cc3)c(=S)[nH]c2=O)CC1
    i	i	i	i	i	2	i	12	i	i	-7
CC(C)CCOP(N)(=O)Oc1ccccc1Cl (centres undefined)
    i	i	i	i	i	3	i	-12	i	i	-9
